Bioassay records as filed in PubChem BioAssay.
ELG1 repair inh = qHTS screen for small molecules that inhibit ELG1-dependent DNA repair in human embryonic kidney (HEK293T) cells expressing luciferase-tagged ELG1; HEK293T ELG1-luciferase reporter, luminescence, 16 h; DNA damage induced by 5-fluorouridine; Potency, µM (doses to about 46.1 µM), for inactives: at the highest dose activity change, negative = inhibition, most hits filed as inhibitors; hit rate 2.3% among 330,000; further: potency means the concentration at half of the fitted maximal effect; on the % scale 0 is the no-effect control and ±100 the full control effect; nearly all actives have a fitted effect of over 55% in size
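Cells (2,000 per well) received 5-fluorouridine plus test compound or DMSO and were incubated 16 hr at 37 °C, 5% CO2. Luciferase activity was read by luminescence 30 min after ONE-Glo addition; signal suppression marked inhibition of damage-induced ELG1 function.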
Tb PFK block = qHTS Assay to Find Inhibitors of T. brucei phosphofructokinase. ATP-dependent 6-phosphofructokinase (Trypanosoma brucei brucei), O15648. Potency, µM (top dose mostly 57.5 µM), for the others: at the highest dose activity, negative = inhibition, most hits filed as inhibitors. hit rate 0.17% among 330,000. T. brucei PFK, ADP-Glo luminescence;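 further: potency means the concentration at half of the fitted maximal effect; 0% = uninhibited 1x PFK enzyme wells and -100% = no-enzyme wells; nearly all actives have a fitted effect of over 60% in size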
Target sequence (O15648 whole entry, looked up): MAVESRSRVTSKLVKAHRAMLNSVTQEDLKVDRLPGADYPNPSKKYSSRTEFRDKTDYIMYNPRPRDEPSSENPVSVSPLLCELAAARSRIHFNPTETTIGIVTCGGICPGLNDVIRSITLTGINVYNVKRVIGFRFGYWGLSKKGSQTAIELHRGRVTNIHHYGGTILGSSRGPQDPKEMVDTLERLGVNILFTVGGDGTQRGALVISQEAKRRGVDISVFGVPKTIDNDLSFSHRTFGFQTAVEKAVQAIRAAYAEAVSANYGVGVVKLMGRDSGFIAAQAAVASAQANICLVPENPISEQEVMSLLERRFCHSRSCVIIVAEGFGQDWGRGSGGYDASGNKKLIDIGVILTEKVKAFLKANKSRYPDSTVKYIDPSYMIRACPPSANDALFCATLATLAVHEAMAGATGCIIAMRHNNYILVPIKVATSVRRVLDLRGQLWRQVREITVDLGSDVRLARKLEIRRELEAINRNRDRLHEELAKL
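In TEA buffer at pH 8.0 with 5 mM MgCl2, enzyme (1.25 nM) converted F6P (0.5 mM) and ATP (0.1 mM) for 45 min at room temperature. ADP product was read by luciferase luminescence.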
Chronic BCR inh = qHTS Assay to Find Inhibitors of Chronic Active B-Cell Receptor Signaling | ABC-DLBCL IkBa-CBG/CBR reporter, luminescence ratio, 4 h | hit rate 0.05% among 340,000 | Potency, µM (top dose mostly 46.1 µM), without a hit: at the highest dose ratio change, negative = lower green/red ratio, actives largely listed as inhibitors; active means well fitted inhibition curve with a large enough effect in the signal ratio, with a control signal flat, not every such curve was filed as active; inconclusive means small, poorly fitted or top-dose-only effect, or effect the other way, or a change in a side signal; the % refers to the signal ratio;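 further: potency means the concentration at half of the fitted maximal effect; plate controls were basal doxycycline-induced cells for no effect and cells given 10 µM MG132 for full effect; MG132 reads +100%, hits lower the ratio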
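TMD8 human ABC-DLBCL cells with doxycycline-inducible IκBα–green luciferase fusion and unfused red luciferase, in 0.5% FBS medium; compounds up to 46 uM, 4 h at 37C. Green/red luminescence ratio, filter-overlap corrected, fitted to concentration-response curves.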
uPA surface inh = qHTS for Inhibitors of Cell Surface uPA Generation; cell surface uPA generation assay, qHTS; Potency, µM (doses to about 38.3 µM), without a hit: at the highest dose activity change, negative = inhibition, usual class: inhibitors; hit rate 0.31% among 330,000; active means well fitted inhibition curve with a large enough effect; inconclusive means small, poorly fitted or top-dose-only effect; inactive means no such curve, though single readings can be large or run the other way; tested in mouse RAW 264.7 cells; further: potency means the concentration at half of the fitted maximal effect; on the % scale 0 is the no-effect control and ±100 the full control effect; nearly all actives have a fitted effect of over 55% in size
USP2a inh = qHTS Assay for Inhibitors of Ubiquitin-specific Protease USP2a Using CHOP2 as the Reporter; USP2 core, Ub-CHOP2 coupled fluorogenic reporter, 485/531; Potency, µM (series often up to 38.3 µM), for inactives: at the top dose activity change, negative = inhibition, actives largely listed as inhibitors; hit rate 0.01% among 330,000; Ubiquitin carboxyl-terminal hydrolase 2 (Homo sapiens), O75604;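 further: potency means the concentration at half of the fitted maximal effect; plate controls were DMSO wells for no effect and full inhibition by NEM control for full effect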
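USP2 core (10nM final) preincubated 30min RT with compound in 20mM Tris-HCl pH 8.0, 2mM CaCl2, 2mM beta-mercaptoethanol, 0.05% CHAPS; 25nM Ub-CHOP2 plus 25nM reporter substrate added, fluorescence (Ex485/Em531) read after 60min.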
TSHR antag = Antagonists of the Thyroid Stimulating Hormone Receptor: HTS campaign; Thyrotropin receptor (Homo sapiens), P16473; TSHR-expressing cells, TSH-stimulated cAMP HTRF, 2 h; active compounds read low; activity change, negative = inhibition, % at 11.5 µM; hit rate 0.2% among 330,000;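 active means activity change below a set negative limit, meaning inhibition stronger than a set level, cut at about -70% in these data; inconclusive means activity change between two set negative limits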; further: on the % scale 0 is the no-effect control and ±100 the full control effect
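Inhibition of cAMP made by TSHR-expressing cells under TSH stimulation (4nM final, EC80; 2 h, 37 deg C) is quantified with a one-step lysis HTRF kit, anti-cAMP cryptate versus cAMP-d2.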
Eya2 phos inh = qHTS Assay for Inhibitors of the Phosphatase Activity of Eya2 | recombinant Eya2, OMFP fluorescence dephosphorylation (OMFP is methylfluorescein phosphate) | Protein phosphatase EYA2 (Homo sapiens), O00167 | Potency, µM (highest dose often 76.9 µM), for inactives: at the top dose activity, negative = inhibition, hits mostly inhibitors | AID 488837, 2010 | hit rate 0.006% among 330,000; further: potency means the concentration at half of the fitted maximal effect; on the % scale 0 is the no-effect control and ±100 the full control effect
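Eya2 (0.2 uM) preincubated 10 min at ambient with compound, then OMFP substrate added at 50 uM; 10 min reaction in 50 mM HEPES pH 7.5, 50 mM NaCl, 5 uM MgCl2, 0.05% BSA, 1 mM DTT. Fluorescence read at Ex 485/Em 525 nm.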
TSG101-PTAP inh = qHTS Assay for Iinhibitors of HIV-1 Budding by Blocking the Interaction of PTAP/TSG101; Fluorescence polarization, FITC-PTAP peptide / Tsg101 binding; Potency, µM (top dose mostly 115 µM), inactives show at the highest dose activity change, negative = inhibition, hits mostly inhibitors; 340,000 tested, under 10 active; AID 493005, 2010; active means well fitted inhibition curve with a large enough effect in the main read-out, with a control signal flat, not every such curve was filed as active; inconclusive means small, poorly fitted or top-dose-only effect, or effect the other way, or a change in a side signal; inactive means no such curve, though single readings can be large or run the other way; further: potency means the concentration at half of the fitted maximal effect; % of control where 0% means no effect
Target sequence (Q99816 whole entry, looked up): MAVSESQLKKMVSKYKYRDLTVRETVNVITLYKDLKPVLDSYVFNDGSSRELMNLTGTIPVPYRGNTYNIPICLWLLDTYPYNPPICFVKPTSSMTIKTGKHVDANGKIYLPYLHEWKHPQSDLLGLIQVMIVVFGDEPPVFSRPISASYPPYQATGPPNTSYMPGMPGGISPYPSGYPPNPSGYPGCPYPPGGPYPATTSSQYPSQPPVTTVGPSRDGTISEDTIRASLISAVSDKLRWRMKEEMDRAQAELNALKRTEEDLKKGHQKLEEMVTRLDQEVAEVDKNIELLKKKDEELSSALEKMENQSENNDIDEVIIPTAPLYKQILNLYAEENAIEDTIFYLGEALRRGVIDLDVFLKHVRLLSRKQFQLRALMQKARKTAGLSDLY
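Steps: Tsg101 binding domain dispensed (10 uM final), compounds pinned in DMSO, FITC-labeled PTAP-motif peptide added (50 nM final); after 20 min binding at room temperature, polarization measured.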
TCR activator = Activators of T cell receptors: qHTS campaign. primary human leukocytes, anti-CD3, IL-2 HTRF, 48 h. Potency, µM (highest dose often 9.22 µM), without a hit: top-dose activation of IL-2 secretion, usual class: activators. 330,000 tested, under 10 active. AID 504894, 2011; further: % of control where 0% means no effect
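Primary human leukocytes receive a-CD3 beads and test compound and are incubated 48 hr. Secreted IL-2 is then assayed by HTRF, measuring 665nm acceptor emission after 320nm excitation of the europium donor.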
B2AR arrestin = qHTS assay of beta-arrestin-biased ligands of beta2-adrenergic receptor. hit rate 0.02% among 330,000. beta-arrestin recruitment to beta2AR, cell-based reporter. Potency, µM (doses to about 46.1 µM), inactives show at the top dose activation, usual class: activators;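 further: potency means the concentration at half of the fitted maximal effect; 0% = DMSO controls and full agonism = EC100 isoproterenol or metaproterenol; nearly all actives have a fitted effect of over 65% in size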
Mito fusion act = qHTS Assay for Small Molecule Inhibitors of Mitochondrial Division or Activators of Mitochondrial Fusion | S. cerevisiae fusion-defective mutant growth rescue, CellTiterGlo 48 h | Potency, µM (doses to about 46.1 µM), inactives show top-dose growth rescue (activation), actives largely listed as activators | hit rate 0.23% among 320,000;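 further: potency means the concentration at half of the fitted maximal effect; % of control where 0% means no effect; nearly all actives have a fitted effect of over 45% in size; temperature-sensitive fusion mutants such as fzo1-1 at 37 °C on non-fermentable ethanol glycerol medium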
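Read-out: ATP-based luminescence (CellTiterGlo, 10 min ambient) reporting growth of fusion-defective ts yeast after 48 hours at 37C on glycerol/ethanol YPEG medium in the presence of compound.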
The depositor's hits bear a star; ? = inconclusive; nt = no result given; [ ] = dose if it differs, or a comment. Unless noted, the call rests on the fitted dose curve; in most records, active means well fitted curve in the direction sought with a large enough effect; inconclusive means small, poorly fitted or top-dose-only effect, or another doubt; inactive means no such curve, though single readings can be large; an effect the other way counts as inactive or inconclusive.

SMILES | ELG1 repair inh | Tb PFK block | Chronic BCR inh | uPA surface inh | USP2a inh | TSHR antag | Eya2 phos inh | TSG101-PTAP inh | TCR activator | B2AR arrestin | Mito fusion act
O=C1CCC([N+](=O)[O-])C(c2ccc3c(c2)OCO3)N1 (configuration not stated) | 5% | 2% | 1% | -4% | -1% | -8 | -1% | 0% | -10% | 0.5% | 1%
C/C(=N\NC(=O)CCCNc1cccc(C)c1)c1ccncc1 | -16% | -2% | -1% | ? | 0% | 14 | -3% | -1% | 5% | -0.5% | -6%
COc1ccccc1CCNS(=O)(=O)c1c(C)n(C)c(=O)n(C)c1=O | 2% | -2% | 7% | 8% | 0% | 13 | -12% | -3% | 1% | -0.3% | -4%
COc1ccc2oc(=O)cc(-c3cc4cccc(OC)c4o3)c2c1 | 4% | -3% | -1% | 2% | 0% | -6 | -1% | -3% | 2% | -0.9% | 2%
CC(=O)c1cc2c(C)cc(=O)oc2cc1O | -19% | -1% | 6% | 15% | 0% | -5 | 13% | -1% | nt | 0.0% | -2%
CCN(CC)S(=O)(=O)c1ccc(C(=O)NCc2ccc3[nH]c4c(c3c2)CCCC4)cc1 | ? | 9% | -3% | 8% | -3% | -4 | -1% | 0% | 2% | -0.4% | -1%
NS(=O)(=O)c1ccc(CCNC(=O)CCC(=O)c2cccs2)cc1 | 9% | 0% | 2% | 12% | 0% | 13 | -16% | 2% | -7% | 0.0% | -3%
CN1CCN(S(=O)(=O)c2cccc(C(=O)N(C)Cc3c(F)cccc3Cl)c2)CC1 | 0% | 4% | 0% | ? | 3% | -1 | 31% | -5% | 3% | 0.0% | -2%
CCN1CCN(C(=S)NCCc2ccccc2)CC1 | ? | 0% | 9% | -1% | -2% | -2 | 6% | -7% | 2% | -0.2% | -1%
O=C(O)CC1SC(=Nc2ccccc2)N(c2ccccc2)C1=O (configuration not stated) | 1% | 0% | 1% | 6% | 1% | -3 | -1% | -1% | 3% | 0.2% | -3%
COc1cc(CNc2ccc(CNc3ncn[nH]3)cc2)ccc1OCc1ccccc1 | -10% | 9% | -3% | 7% | 4% | 4 | 5% | -2% | -5%[46.1 µM] | -1.0% | 21%
CC(=O)Nc1cccc(-c2cnc(N)c(C(=O)c3cccnc3)n2)c1 | 0.46µM* | -14% | ? | ? | -4% | -5 | -27% | -10% | 2% | -0.1% | nt
c1cnc2nc(-c3ccc4c(c3)OCO4)cn2c1 | ? | -7% | -4% | 5% | -1% | -3 | 2% | -2% | 8% | 2.9% | -6%
Cc1ccc(-c2nnn(CC(=O)N(CC3CCCO3)C(C(=O)NC3CCCCC3)c3ccc(F)cc3)n2)o1 (configuration not stated) | ? | -3% | ? | nt | 2% | -2 | -7% | -6% | 0% | 0.1% | 0%
CN1CCN(S(=O)(=O)c2ccc(NC(=O)Cc3cccs3)cc2)CC1 | 0% | -2% | 7% | nt | 1% | 10 | 10% | -1% | 5% | -0.2% | 0%
CC(C(=O)O)C(=O)O | 9% | 0% | -1% | 8% | 1% | -3 | 1% | ? | 17% | -0.2% | -5%
Nc1nc(Cl)nc2ccc(Br)cc12 | ? | 1% | 6% | 2% | 3% | 3 | -1% | 0% | -12%[46.1 µM] | -1.6% | 9%
O=[N+]([O-])c1ncccc1OCc1ccc(Cl)c(Cl)c1 | ? | ? | ? | -6% | -2% | 25 | 2% | -1% | -1% | -0.6% | 3%
COc1ccc(N2CCCn3c2nc2c3c(=O)n(Cc3ccccc3F)c(=O)n2C)c(OC)c1 | ? | 0% | 1% | 5% | 0% | -13 | 3% | -2% | -10% | 0.2% | 0%
O=C(c1ccc(NS(=O)(=O)c2cccc3cccnc23)cc1)N1CCCCC1 | -24% | 1% | -2% | 8% | 3% | -6 | -11% | 0% | -11% | 0.1% | -3%
COc1ccccc1N1CCN(CCN2C(=O)C3CCCCN3C2=O)CC1 (configuration not stated) | 12% | -1% | ? | 3% | 2% | 15 | -4% | 1% | -69% | 0.2% | -2%
Cc1nc2c(-c3ccc(F)cc3)c(C)nn2c(C)c1CCC(=O)Nc1ccccc1 | -11% | -6% | -3% | 3% | -2% | -3 | -1% | -5% | -5% | -0.3% | 3%
C=C1c2ccccc2NC(=S)N1Cc1ccc2c(c1)OCO2 | ? | -3% | 0% | -3% | -1% | -3 | -3% | 2% | -7% | -0.6% | 20%
O=C(CN(C(=O)CCC(=O)Nc1ccccn1)c1cccc(F)c1)NCc1ccco1 | 5% | 3% | 0% | -3% | 7% | 7 | 3% | -3% | -8% | -0.2% | 9%
Cc1nc2ccccc2n1CCN1CCOCC1 | -2% | -5% | 9% | -1% | -1% | 9 | 4% | -4% | nt | -0.1% | -7%
COc1ccc(OC)c(-c2[nH]nc3c2C(c2ccco2)C(C#N)=C(N)O3)c1 (configuration not stated) | 0% | 9% | ? | -6% | 3% | -10 | 1% | -1% | 6% | -0.2% | -3%
CCNC(=O)CC1C(=O)N(c2ccccc2)C(=O)N1CCc1ccc(OC)cc1 (configuration not stated) | -9% | 1% | -1% | nt | 4% | 0 | -21% | -2% | 0% | -0.2% | 0%
CCOC(=O)N1CCN(C(=O)CCCOc2ccccc2)CC1 | ? | 3% | ? | -11% | -4% | 7 | -1% | -7% | -4% | -0.2% | 0%
CCc1sc(C(=O)N2CCN(c3ccc(F)cc3)CC2)cc1C | -7% | 1% | 0% | -3% | -1% | -13 | 3% | -2% | -3% | 0.3% | 7%
Cc1ccc2oc(=O)c3cc(C(=O)NCCCN4CCCCCC4)sc3c2c1 | ? | -3% | 10% | -1% | 2% | 35 | 7% | -1% | 4% | -0.4% | 25%
Cc1ccc(C(=O)NNC(=O)c2ccncc2)cc1S(=O)(=O)N1CCOCC1 | 24% | 0% | 4% | -2% | 0% | -2 | 11% | -3% | 1% | -0.3% | 2%
Cc1nn(Cc2cccc(C(=O)Nc3ccn(Cc4ccccc4F)n3)c2)c(C)c1[N+](=O)[O-] | ? | 3% | ? | nt | 0% | -10 | -38% | -8% | 4% | 0.5% | -12%
Cc1cccc2c(=O)cc(C(F)(F)F)[nH]c12 | ? | -10% | ? | 5% | 2% | -5 | -1% | -2% | -1% | 0.1% | 3%
O=S(=O)(c1ccccc1)N1CCN(C(=S)NCCCN2CCOCC2)CC1 | -12% | -1% | -1% | -2% | 2% | 2 | 24% | -1% | 6% | -0.2% | 4%
COc1ccccc1CNC(=O)c1cn(C)c2ccc(S(=O)(=O)N3CCCCC3)cc2c1=O | -3% | -2% | 1% | nt | 2% | 5 | 4% | nt | nt | -0.8% | -2%
C=CC[C@@H](CC(=O)N[C@H](CO)Cc1ccccc1)C(=O)N[C@@H](COC(=O)[C@H](CC=C)CC(=O)OC(C)(C)C)Cc1ccccc1 | ? | 0% | 0% | -21% | 1% | -4 | -3% | -9% | 2% | 0.6% | nt
COc1cc(NCCCC(C)N)c2ncccc2c1 (configuration not stated) | ? | -5% | ? | -21% | 4% | 24 | 11% | -1% | 8% | 0.0% | -1%
CCOC(=O)N1CCN(C(=O)C2CCC(=O)N(Cc3ccc(Cl)cc3)C2)CC1 (configuration not stated) | 0% | -2% | -8% | -4% | -1% | 3 | -1% | -5% | 5% | -0.5% | 3%
CC(C)(C)OC(=O)N1CCC2(CC1)Oc1ccc(F)cc1C(=O)C21CC(c2cccnc2)=NO1 (configuration not stated) | -5% | 4% | -4% | 2% | 0% | -5 | -16% | nt | 14% | -0.9% | 28%
Cc1ccc(-n2ncc3c(NCc4ccccn4)ncnc32)c(C)c1 | -16% | -1% | -1% | -4% | 2% | -11 | 18% | -8% | 10% | 0.1% | 15%

An unsorted share of the library (roughly 3% active in at least one column).
